# Screening results deposited in PubChem BioAssay by National Center for Advancing Translational Sciences (NCATS).
# ASM inhibitor – blocks human secretory acid sphingomyelinase; P17405; Potency, µM (titrated, usually from 57.5 µM), without a hit: at the highest dose activity change, negative = inhibition, hits mostly inhibitors; hit rate 0.006% among 340,000; placental ASM, HMU-PC fluorogenic substrate, 60 min; note: potency is the fitted concentration of half-maximal effect
#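 Human placenta-derived ASM enzyme was preincubated with compound for 10 minutes at room temperature, then given fluorogenic substrate HMU-PC0 (9 uM final) for 60 minutes at 37 °C; a pH 10 stop preceded fluorescence reading at Ex 386/Em 447 nm.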
# TCR act – T cell receptor activation. primary human leukocytes, anti-CD3, IL-2 HTRF, 48 h. Potency, µM (titrated, usually from 9.22 µM), for inactives: at the highest dose activation of IL-2 secretion, hits mostly activators. 330,000 tested, under 10 active. AID 504894; note: % of control where 0% means no effect
#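 Activity was scored as IL-2 release from primary human leukocytes given only a TCR signal (a-CD3 beads) plus compound for 48 hr. Detection used a two-antibody HTRF format read at 665nm.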
# TSHR antag – antagonists of human thyroid stimulating hormone receptor; TSHR-expressing cells, TSH-stimulated cAMP HTRF, 2 h; hits give low values; activity change, negative = inhibition, % at 11.5 µM; hit rate 0.2% among 330,000; P16473;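 active = activity change below a set negative limit, meaning inhibition stronger than a set level, cut at about -70% in these data; inconclusive = activity change between two set negative limits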; note: % is set by controls: 0 for no effect and ±100 for the full control effect
#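 Cell-based HTRF cAMP assay; TSHR cells + compound, TSH EC80 (4nM final), 2 h, 37 deg C. Lysis with anti-cAMP cryptate and cAMP-d2, 30 min RT, read 665/620 nm.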
# PTAP TSG101 blk – blocks PTAP/TSG101 interaction to inhibit HIV-1 budding; Q99816; Fluorescence polarization, FITC-PTAP peptide / Tsg101 binding; Potency, µM (highest dose often 115 µM), for the others: top-dose activity change, negative = inhibition, hits mostly inhibitors; 340,000 tested, under 10 active; active = well fitted inhibition curve with a large enough effect in the main read-out, with a control signal flat, not every such curve was filed as active; inconclusive = small, poorly fitted or top-dose-only effect, or effect the other way, or a change in a side signal; inactive = no such curve, though single readings can be large or run the other way; note: potency is the fitted concentration of half-maximal effect; % of control where 0% means no effect
# Target sequence (Q99816 whole entry, looked up): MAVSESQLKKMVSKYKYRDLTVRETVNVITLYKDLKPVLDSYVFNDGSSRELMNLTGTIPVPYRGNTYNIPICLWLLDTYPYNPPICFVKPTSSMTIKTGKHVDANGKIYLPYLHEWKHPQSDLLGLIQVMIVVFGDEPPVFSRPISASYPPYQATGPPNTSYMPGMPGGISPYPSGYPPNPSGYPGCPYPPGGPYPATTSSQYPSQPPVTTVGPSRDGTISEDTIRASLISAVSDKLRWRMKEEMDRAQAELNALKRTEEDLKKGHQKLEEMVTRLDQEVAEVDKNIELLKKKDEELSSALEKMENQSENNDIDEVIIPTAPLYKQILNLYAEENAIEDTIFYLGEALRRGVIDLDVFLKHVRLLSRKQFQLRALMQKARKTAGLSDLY
#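 Tsg101 binding domain (10 uM final) was mixed with compound and a FITC-labeled PTAP peptide (50 nM final) in HEPES pH 7.5 buffer with NaCl, Tween 20, EDTA and TCEP; fluorescence polarization was read after 20 min at r.t.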
# Menin MLL FP TR – displaces Texas Red mutant MLL peptide from human menin; Menin + Texas Red MLL mutant peptide, fluorescence polarization; Potency, µM (top dose mostly 61.6 µM), for the others: top-dose FP activity change, negative = inhibition, actives largely listed as inhibitors; hit rate 0.23% among 270,000; active = well fitted inhibition curve with a large enough effect in the polarisation, with a control signal flat, not every such curve was filed as active; inconclusive = small, poorly fitted or top-dose-only effect, or effect the other way, or a change in a side signal; inactive = no such curve, though single readings can be large or run the other way; the % refers to the polarisation; note: potency is the fitted concentration of half-maximal effect; % of control where 0% means no effect; many of its hits are not listed in these tables
# Mito fusion act – mitochondrial division inhibition or fusion activation; S. cerevisiae fusion-defective mutant growth rescue, CellTiterGlo 48 h; Potency, µM (top dose mostly 46.1 µM), for inactives: top-dose growth rescue (activation), hits mostly activators; hit rate 0.23% among 320,000;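 note: potency is the fitted concentration of half-maximal effect; % of control where 0% means no effect; nearly all actives have a fitted effect of over 45% in size; temperature-sensitive fusion mutants such as fzo1-1 at 37 °C on non-fermentable ethanol glycerol medium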
#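 Luminescent cell viability in 1536-well qHTS format served as the measure of rescued growth in ts fusion-mutant S. cerevisiae cultured on non-fermentable YPEG for 48 hours at 37C.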
# Integrin act MD – activators of alpha7 integrin expression for muscular dystrophy; alpha7betagal myoblasts, beta-gal FDG fluorescence, 48 h; Potency, µM (titrated, usually from 38.3 µM), for inactives: top-dose activation, hits mostly activators; hit rate 0.064% among 350,000; AID 624291;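 note: potency is the fitted concentration of half-maximal effect; 100% = response of the positive control SU9516; nearly all actives have a fitted effect of over 60% in size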
#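 Alpha7betagal+/- myoblasts (passage 13) were plated 16-24 hr, then exposed to compounds (1:260 dilution of DMSO stock) for 48 hours at 37C. After MPER lysis, β-galactosidase reporter activity was read as FDG fluorescence (ex 480/em 540) after 30 minutes.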
# MBNL1 CUG block – inhibitors of human MBNL1 binding to CUG repeat RNA | hit rate 0.036% among 280,000 | Q9NR56 | Potency, µM (highest dose often 57.5 µM), without a hit: at the highest dose activity change, negative = inhibition, actives largely listed as inhibitors | TR-FRET MBNL1-His/biotin-(CUG)12 binding, 665/545 ratio; active = well fitted inhibition curve with a large enough effect in the signal ratio, with a control signal flat, not every such curve was filed as active; inconclusive = small, poorly fitted or top-dose-only effect, or effect the other way, or a change in a side signal; inactive = no such curve, though single readings can be large or run the other way; the % refers to the signal ratio; note: potency is the fitted concentration of half-maximal effect; % is set by controls: 0 for no effect and ±100 for the full control effect
# Target sequence (Q9NR56 whole entry, looked up): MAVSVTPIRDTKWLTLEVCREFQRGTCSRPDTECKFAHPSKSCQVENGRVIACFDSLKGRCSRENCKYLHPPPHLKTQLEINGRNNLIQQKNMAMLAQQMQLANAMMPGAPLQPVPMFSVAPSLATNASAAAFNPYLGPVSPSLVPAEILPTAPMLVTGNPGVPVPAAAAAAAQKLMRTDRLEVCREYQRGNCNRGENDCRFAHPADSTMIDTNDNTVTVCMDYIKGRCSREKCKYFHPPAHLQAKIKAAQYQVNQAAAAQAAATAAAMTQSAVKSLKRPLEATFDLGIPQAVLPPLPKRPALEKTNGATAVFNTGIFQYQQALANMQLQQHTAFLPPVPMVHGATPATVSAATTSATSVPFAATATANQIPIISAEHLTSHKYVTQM
#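 His-tagged MBNL1 binding to biotinylated (CUG)12 RNA was measured by TR-FRET using terbium anti-His antibody (0.055 ng/ul final) and streptavidin-XL665 (5 nM final). Compounds were titrated 92 nM to 58 uM; 60 min at room temperature.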
# A-T KAP1 phos – potential ataxia-telangiectasia treatment; […] A-T fibroblasts, KAP-1 phosphorylation AlphaLISA; neocarzinostatin DNA damage 30 min before lysis; Potency, µM (titrated, usually from 57.5 µM), for inactives: at the highest dose activation, most hits filed as activators; hit rate 0.19% among 320,000; AID 485349; note: potency is the fitted concentration of half-maximal effect; % of control where 0% means no effect; nearly all actives have a fitted effect of over 45% in size
#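 ATM-like activity read as KAP-1 phosphorylation via AlphaLISA donor/acceptor antibody pairs after lysis and 6 hr at 25C. Cells were ATM-null patient fibroblasts ([…], hTERT), dosed 60 min, then exposed to the DSB inducer NCS for 30 min.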
# MLL CXXC-DNA inh – blocks binding of human MLL CXXC domain to DNA. MLL-CXXC / FITC-HOXA9 DNA fluorescence polarization. hit rate 0.037% among 290,000. Q03164. Potency, µM (titrated, usually from 115 µM), for inactives: at the top dose activity change, negative = inhibition, actives largely listed as inhibitors; active = well fitted inhibition curve with a large enough effect in the polarisation, with a control signal flat, not every such curve was filed as active; inconclusive = small, poorly fitted or top-dose-only effect, or effect the other way, or a change in a side signal; inactive = no such curve, though single readings can be large or run the other way; the % refers to the polarisation; note: potency is the fitted concentration of half-maximal effect
#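 Purified MLL-CXXC (added from a 7 uM solution) was preincubated 5 min at ambient with pinned compounds in 50 mM Tris-HCl pH 7.5, 50 mM NaCl, 1 mM DTT, 0.05% BSA. Fluorescein-labeled HOX-A9 DNA (50 nM solution) followed, 30 min, then polarization read.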
# The depositor's hits bear a star; ? = inconclusive; · = not tested or not shown; [ ] = dose if it differs, or a comment. Unless noted, calls come from the whole dose curve; as a rule, active = well fitted curve in the direction sought with a large enough effect; inconclusive = small, poorly fitted or top-dose-only effect, or another doubt; inactive = no such curve, though single readings can be large; an effect the other way counts as inactive or inconclusive.
Structure,ASM inhibitor,TCR act,TSHR antag,PTAP TSG101 blk,Menin MLL FP TR,Mito fusion act,Integrin act MD,MBNL1 CUG block,A-T KAP1 phos,MLL CXXC-DNA inh
O=C1[C@H]2[C@@H](c3ccc(F)cc3)N3C(=O)N(c4ccccc4)C(=O)[C@@]3(Cc3ccc(Cl)cc3)[C@H]2C(=O)N1C1CCCCC1,-1%,0%,-2,-9%,6%,3%,22%,-3%,-4%,7%
Cc1nc2nc(C)c(CCC(=O)NC3CCCCC3)c(C)n2n1,0%,0%,-3,-4%,-7%,-7%,-21%,-4%,3%,15%
C=C(C)Cn1c(SCC(=O)O)nnc1-c1ccccc1,2%,0%,6,-7%,·,1%,10%,-7%,2%,9%
Cc1cc(C(=O)COc2cccnc2[N+](=O)[O-])c(C)n1-c1ccccc1,5%,12%[46.1 µM],-10,0%,-17%,2%,-4%,·,-1%,-3%
COc1ccc(CC(=O)NCC2CCCN(Cc3cccc(C(F)(F)F)c3)C2)cc1 (stereo not drawn),2%,-7%,-1,-3%,-3%,1%,7%,-7%,-1%,1%
O=C(CCCn1nnc2ccccc2c1=O)N[C@H](C(=O)O)c1ccccc1,2%,-1%,-3,1%,·,-2%,24%,8%,1%,-1%
CN(C)S(=O)(=O)c1ccc(C(=O)OCCn2cnc3c2c(=O)n(C)c(=O)n3C)cc1,4%,-2%,1,-3%,1%,8%,0%,-4%,-3%,-5%
CC1Cc2cc(S(=O)(=O)CCC(=O)NC3CCCCC3)ccc2N1C(=O)C1CC1 (stereo not drawn),-2%,0%,-4,-3%,·,-1%,10%,?,4%,2%
O=C1C2C3C=CC(C4CC34)C2C(=O)N1Cc1ccccc1 (stereo not drawn),5%,-2%,-6,0%,-2%,-1%,-15%,-4%,-3%,-5%
c1ccc(OCCCn2nnc(-c3ccc(N4CCOCC4)cc3)n2)cc1,-5%,-9%,-2,0%,?,-1%,25%,3%,9%,4%
COc1cc(/C=C2\C(=N)N3N=C(N4CCOCC4)SC3=NC2=O)ccc1OC(=O)c1ccccc1,-22%,-1%,-5,-6%,24%,-2%,7%,11%,-4%,·
CC(Oc1cccc(Cl)c1)C(=O)Nc1ccc([N+](=O)[O-])cn1 (stereo not drawn),-2%,2%[46.1 µM],-2,-5%,-1%,19%,3%,?,0%,3%

# Reprinted from the part before: five entries, followed by the next part.
Structure,ASM inhibitor,TCR act,TSHR antag,PTAP TSG101 blk,Menin MLL FP TR,Mito fusion act,Integrin act MD,MBNL1 CUG block,A-T KAP1 phos,MLL CXXC-DNA inh
CC1Cc2cc(S(=O)(=O)CCC(=O)NC3CCCCC3)ccc2N1C(=O)C1CC1 (stereo not drawn),-2%,0%,-4,-3%,·,-1%,10%,?,4%,2%
O=C1C2C3C=CC(C4CC34)C2C(=O)N1Cc1ccccc1 (stereo not drawn),5%,-2%,-6,0%,-2%,-1%,-15%,-4%,-3%,-5%
c1ccc(OCCCn2nnc(-c3ccc(N4CCOCC4)cc3)n2)cc1,-5%,-9%,-2,0%,?,-1%,25%,3%,9%,4%
COc1cc(/C=C2\C(=N)N3N=C(N4CCOCC4)SC3=NC2=O)ccc1OC(=O)c1ccccc1,-22%,-1%,-5,-6%,24%,-2%,7%,11%,-4%,·
CC(Oc1cccc(Cl)c1)C(=O)Nc1ccc([N+](=O)[O-])cn1 (stereo not drawn),-2%,2%[46.1 µM],-2,-5%,-1%,19%,3%,?,0%,3%
Cc1cc2cc(C)c3nnc(SCC(=O)NCc4ccc5c(c4)OCO5)n3c2cc1C,-13%,2%,7,-10%,·,1%,-15%,0%,0%,-2%
CC(=CC(=O)c1ccccc1)c1ccccc1,0%,1%,·,6%,·,·,?,·,·,·
Cc1ccc(N(C(=O)c2ccccn2)C2(C(=O)NC3CCCC3)CCCCC2)cc1,-1%,4%,-6,-1%,?,3%,-6%,-4%,·,4%
CCCCC(=O)Nc1ccc(NC(=O)c2ccco2)cn1,-1%,·,-14,-2%,2%,3%,9%,1%,14%,9%
COCCSc1nnc(NC(=O)C(C)(C)C)s1,5%,-9%,8,-3%,33%[activator],-2%,1%,-7%,-2%,-2%
CCOc1ccc(N=C(NC#N)SCC(=O)NC2CC2)cc1,5%,5%,3,-4%,-8%,2%,11%[7.66 µM],-9%,5%,-15%
CSc1nc2nc3c(cc2c(=O)n1-c1cccc(C)c1)COC(C)(C)C3,-4%,1%,-3,-4%,·,-4%,7%,·,-7%,-1%
CC(C)C(c1nnnn1C(C)(C)C)N1CCOCC1 (stereo not drawn),7%,8%,9,-10%,5%,0%,13%,1%,9%,15%
O=C1C(=O)N(CCN2CCOCC2)C(c2cccnc2)/C1=C(/O)c1ccccc1 (stereo not drawn),·,·,-4,·,8%,1%,·,10%,0%,-2%
COc1cc(OC)c(OC)cc1CN1CCN(Cc2ccc(SC)cc2)CC1,1%,7%,9,-2%,?,-4%,-19%,-5%,-11%,-7%
CCN(CC)CCNC(=O)c1ccc(NC2=NC3CS(=O)(=O)CC3S2)cc1 (stereo not drawn),-2%,1%,-6,0%,0%,-1%,10%,-3%,?,0%
O=C(COC(=O)c1ccc(Cl)cc1O)Nc1cccnc1Cl,-3%,-3%[46.1 µM],10,0%,-10%,-4%,16%,126%[activator],3%,1%
CC(C)(C)NC(=O)c1ccc2c(c1)N(CC(=O)NC1CCCC1)C(=O)C(C)(C)O2,-5%,4%,16,-3%,-8%,11%,-8%,0%,-5%,7%
COc1ccccc1Nc1nnc(SCC(=O)NC2CC2)s1,5%,0%,11,-1%,·,0%,-26%,·,8%,·
CCOC(=O)COn1c(=O)c(-c2ccc(OCC)cc2)[n+]([O-])c2ccccc21,46%[activator],1%,-1,-8%,14%,4%,11%,?,-3%,4%
CCc1nnc(NC(=O)CSc2nnc(COc3ccc(C#N)cc3)n2-c2ccccc2)s1,1%,3%,13,-11%,-1%,3%,15%,-2%,12%,16%
CN(C)c1nc(N)c([N+](=O)[O-])c(NCC2CCCO2)n1 (stereo not drawn),-2%,2%,-3,-8%,·,-11%,-5%,14%,-9%,6%
O=C(c1cc(Br)ccc1Cl)N1CCN(c2ccccn2)CC1,-2%,-2%,-21,-3%,?,6%,36%,8%,·,-10%
Cc1nc2c(-c3ccc(F)cc3)c(C)nn2c(C)c1CCC(=O)N1CCN(c2ccc(F)cc2)CC1,-17%,-2%,-13,-5%,0%,3%,-4%,-9%,3%,-12%
CCOc1ccc(NC(=O)CC2C(=O)N(c3ccc(OCC)cc3)C(=S)N2C2CC2)cc1 (stereo not drawn),-2%,3%,-17,·,·,0%,2%,6%,1%,8%
COC(=O)c1ccc(COC(=O)C(CCSC)NC(=O)COc2ccccc2)cc1 (stereo not drawn),-2%,-7%,-7,0%,·,-2%,1%,1%,-2%,6%
CC1CN(C(=O)c2cc(Br)c(Br)s2)CC(C)O1 (stereo not drawn),2%,7%,14,-4%,·,1%,-27%,·,-11%,·
CC(C)c1ccc(OCc2ccc(C(=O)N(C)C)o2)cc1,-5%,4%,-4,-2%,-22%,12%,-17%,-8%,-9%,-20%
COc1ccc(C2CC(=O)C(CS(=O)(=O)c3ccccc3)C(=O)C2)cc1 (stereo not drawn),?,3%,-1,-3%,8%,-2%,18%,?,2%,-10%
COc1cc(/C=C2/SC(=S)N(CCC(=O)Nc3ccccc3)C2=O)cc(OC)c1OC,-14%,-1%,-27,-2%,·,-4%,-1%,2%,-3%,1%
COC(=O)/C=C1/S/C(=N/NC(=O)c2ccc(Cl)cc2Cl)NC1=O,6%,1%,-13,-5%,·,1%,15%,12%,-11%,6%
COc1ccc(/C=C2/SC(=O)N(CCC(=O)Nc3ccccc3)C2=O)cc1OC,8%,-5%[46.1 µM],0,-2%,-3%,2%,-1%,7%,11%,5%
CN(C)c1ccc(C=C2C(=O)OC(C)(C)OC2=O)cc1,-1%,4%,14,2%,0%,-3%,0%,1%,-1%,-6%

# Only part of the results is shown. The share of hits here may be higher or lower than overall.
